Peg3 promoter – reduces Peg3 promoter-driven luciferase expression in HeLa. HeLa PEG-Prom luciferase reporter, luminescence, overnight. inhibition, % at 20 µM. 360,000 tested, 1.7% active. AID 588405;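 active = inhibition of at least 50% at 20 µM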
TRAIL sens C8 – caspase-8 TRAIL sensitization; inhibition (viability loss, TRAIL sensitization), % at 10 µM; AID 624354; NB7+C8 cells + TRAIL, ATPlite viability luminescence; 360,000 tested, 1% active;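 active = compounds causing at least 50% loss of cell viability in the single-dose screen, relative to plate controls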
NR2E3 ag-1 – NR2E3 (human) agonism; inhibition of corepressor binding, % at 4.78 µM; GST-NR2E3/biotin-RetCOR TR-FRET, 1536-well; AID 2300; 320,000 tested, 0.12% active; Q9Y5X4;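 active = percent inhibition above the cutoff of mean plus 3 SD of all tested compounds, set per screening campaign, cut at about 20% in these data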;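 note: 0% = DMSO wells and 100% = biotin wells as full block of FRET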
Target sequence (Q9Y5X4 whole entry, looked up): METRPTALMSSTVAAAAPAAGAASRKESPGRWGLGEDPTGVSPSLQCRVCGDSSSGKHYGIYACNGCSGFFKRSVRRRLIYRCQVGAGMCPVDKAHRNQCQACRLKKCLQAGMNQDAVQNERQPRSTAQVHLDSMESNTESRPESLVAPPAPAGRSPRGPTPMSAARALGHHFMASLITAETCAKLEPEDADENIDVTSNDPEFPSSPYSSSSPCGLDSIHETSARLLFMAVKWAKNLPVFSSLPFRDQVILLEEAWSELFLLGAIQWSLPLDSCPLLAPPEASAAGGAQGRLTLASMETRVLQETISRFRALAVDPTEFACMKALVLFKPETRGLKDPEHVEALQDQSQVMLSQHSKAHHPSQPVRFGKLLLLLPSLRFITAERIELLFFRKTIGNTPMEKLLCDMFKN
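Material: NR2E3–RetCOR corepressor complex | Quantity: 1.35 nM GST-tagged NR2E3 final | Schedule: 5 h at 4 °C | Replication: Singlicate compound wells | Reagent: RetCOR corepressor, biotinylated, 7 nM | Controls: Biotin wells as high control, 0.6% DMSO wells as low control | Signal: TR-FRET, Eu(K)-anti-GST donor, streptavidin-D2 acceptor, ex 340, em 617/671 nm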
HIF-2a inh – HIF-2a inhibition. 786-0 RCC cells HIF-2a reporter, luciferase luminescence, overnight. inhibition, % at 18.8 µM. 360,000 tested, 0.72% active;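 active = inhibition of the luminescence signal of 40% or more relative to plate controls, in a single-dose primary screen at 18.75 µM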
KKLEB cytotox – CF airway cell cytotoxicity counter-screen. KKLEB CF airway cells viability, ATPlite luminescence, overnight; active compounds read low; cells stimulated with P. aeruginosa culture filtrate. 360,000 tested, 0.36% active. activity change (cytotoxicity), % at 5 µM;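 active = corrected activity change at or below -50% at 5 µM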
TROY NFkB inh – inhibitors of TROY-dependent NF-kB signaling | Q293 LMP1-TROYcd NF-kB luciferase reporter, 4 h | inhibition, % at 10 µM | 360,000 tested, 0.98% active | AID 1347056;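 active = compounds whose plate-normalised and pattern-corrected inhibition of the luciferase reporter signal at the single screening dose is 50% or more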
NR2E3 ag-2 – human photoreceptor-specific nuclear receptor agonism. 360,000 tested, 0.35% active. inhibition of corepressor binding, % at 3.98 µM. CHO-S Gal4-NCOR/VP16-NR2E3 two-hybrid, luciferase. AID 602229;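 active = inhibition above the mean of all tested compounds plus 3 SD, cut at about 70% in these data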;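 note: 0% = DMSO with NR2E3 transfected cells and 100% = cells lacking NR2E3 construct; higher means lower luciferase signal from less NR2E3 corepressor binding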
TRPM1 prom inh – inhibitors of MITF-driven TRPM1 promoter in melanoma cells. SK-MEL-5 TRPM1 promoter luciferase, 24 h. inhibition, % at 12.5 µM. 330,000 tested, 0.83% active. AID 488899;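 active = mean inhibition across replicates of 60% or more, whatever share of single replicates reaches that level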; note: values of inactives mirror those of a sister screen read the other way
TWEAK Fn14 block – inhibitors of TWEAK-Fn14 interaction signaling; 360,000 tested, 2% active; AID 1159606; inhibition, % at 10 µM; TWEAK-stimulated Fn14 reporter cells, luciferase luminescence, 8 h; in the data active = inhibition above about 50%
Shn3 inh set2 – inhibitors of Schnurri-3 3'UTR reporter in osteoblasts; Clone20 osteoblast Shn3 3'UTR firefly luciferase, 24 h; inhibition, % at 12.5 µM; 360,000 tested, 0.52% active;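 active = mean inhibition of at least 75% with every replicate also reaching 75%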;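 note: 0% = median of neutral control wells and 100% = pilot-screen positive control compound; some compounds past the cut are filed as inactive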
CF NFkB inh – cystic fibrosis NF-kB activation inhibition. KKLEB NF-kB-GFP reporter, PAF-induced, GFP fluorescence overnight. inhibition, % at 5 µM. 360,000 tested, 0.86% active. AID 588850;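 active = at least 50% inhibition at 5 µM, scaled per plate between neutral and stimulator controls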;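 note: PAF is a Pseudomonas aeruginosa culture filtrate used as stimulus; plate controls were PAF-stimulated DMSO wells for no effect and unstimulated DMSO wells for full effect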
Starred values were filed as active, the others as inactive; / = no result given.

SMILES	Peg3 promoter	TRAIL sens C8	NR2E3 ag-1	HIF-2a inh	KKLEB cytotox	TROY NFkB inh	NR2E3 ag-2	TRPM1 prom inh	TWEAK Fn14 block	Shn3 inh set2	CF NFkB inh
O=C(CCl)Nc1ccccc1C(=O)Nc1ccc2c(c1)OCO2	-112.2	49.5*	-2.4	-164.9	-12.2	-16.7	-71.0	-39.5	11.1	-86.1	10.0
c1ccc(COC2COC3C(OCc4ccccc4)COC23)cc1 (stereo unspecified)	-6.9	-15.8	/	-9.5	10.5	-11.8	-7.3	17.0	5.0	-7.8	11.4
CC(/C=N/n1cnnc1)=C\c1ccco1	6.1	3.0	-1.0	4.2	7.3	-10.6	10.8	13.6	5.9	2.3	7.4
O=C(COC(=O)/C=C/c1ccccc1Cl)NC(=O)Cc1ccccc1	-2.7	2.2	-1.4	9.8	3.5	-16.2	3.5	-7.2	-2.9	-6.5	-7.6
O=C(COC(=O)C1CCC(=O)N1)Nc1ccccc1Br (stereo unspecified)	-1.7	-7.2	-3.7	11.7	3.8	-3.5	-12.4	-4.0	-3.0	-18.6	-16.0
O=C(CSc1ncnc2c1oc1ccccc12)NC1CCCCC1	-3.5	17.2	0.0	-3.4	-5.4	-9.9	-1.0	-14.5	-17.4	23.6	-5.3
COc1cccc(-c2cnc3c(NC(C)=O)cc(-c4cc(OC)c(OC)c(OC)c4)cn23)c1	15.6	15.4	/	-42.2	-18.3	-10.8	4.5	/	4.1	-10.6	-11.5
Cc1cc(Br)cn2c(Cc3ccsc3)c(C3CCCCC3)nc12	0.2	-8.2	/	11.3	5.1	-7.5	-31.6	/	7.1	20.4	-29.3
C#CC(c1ccccc1)(c1ccccc1)n1ccnc1	24.0	16.0	/	20.8	-14.8	-0.5	18.4	/	18.9	14.4	11.1
CC(C)OCCCN1CC(=O)N2[C@@H](Cc3c([nH]c4ccccc34)C2(C)C)C1=O	-6.4	-5.6	-0.3	9.8	4.1	-11.1	14.6	-2.6	-21.1	-11.4	3.9
O=C(CCC(=O)N1CCN(S(=O)(=O)c2ccc(Cl)cc2)CC1)NCc1ccccc1	25.9	23.0	0.5	3.6	-2.2	-6.4	-29.9	15.5	-5.7	-32.3	2.8
O=C(CSc1ncccc1-c1nc2ccccc2[nH]1)NCc1ccco1	-3.4	3.0	-0.4	-23.3	-1.6	-21.8	-0.4	10.5	25.5	-6.3	0.7
Cc1ncc(C(=O)O)c(C(=O)O)c1N	8.4	5.6	4.1	6.0	1.5	32.2	-52.2	1.5	38.5	-0.2	4.7
COc1ccccc1-c1noc(Cn2cc(S(=O)(=O)N3CCCC3)ccc2=O)n1	2.8	-30.7	6.7	12.4	-13.3	0.8	-7.7	6.6	-3.6	-9.6	-11.4
Cc1cc(C)c(NC(=O)CNC(=O)Cc2sc(C)nc2-c2ccc(F)cc2)c(C)c1	4.0	2.7	3.9	-6.9	13.2	-20.7	24.0	0.0	-22.6	10.2	-39.8
COc1ccccc1OCC#CCSc1ncccn1	-69.6	5.7	0.6	-113.8	-0.6	-15.0	-59.9	-23.3	-6.0	-38.8	-1.0
Cc1ccc(NC(=O)C2(C)CCCN2C)cc1C (stereo unspecified)	-7.4	-9.4	/	2.2	-1.1	-9.5	7.5	/	9.7	-27.2	5.1
CCOC(=O)C(=Cc1ccc(-n2cncn2)cc1)C(=O)OCC	103.9*	3.1	-2.3	94.5*	-7.7	62.7*	-27.2	41.1	100.7*	7.1	75.1*
Cc1ccc(S(=O)(=O)N2CCC(C(=O)N3CCCCCCC3)CC2)cc1C	17.9	-15.4	/	11.2	17.1	1.0	40.2	/	-25.1	2.2	-24.9
COc1ccc(C2(C(=O)Nc3ccc(C(=O)O)cc3)CCOCC2)cc1	6.2	-3.7	-0.4	13.2	-10.1	2.8	-16.0	-0.8	6.6	-0.6	4.0
Cc1cc(C)cc(CC(=O)N2CCC2(C)C(=O)NS(=O)(=O)c2cccc(OC(F)F)c2)c1 (stereo unspecified)	-15.8	-19.2	/	4.1	-6.8	-4.3	-31.6	/	1.4	1.3	-13.4
O=C(COc1cccnc1[N+](=O)[O-])Nc1cccc2ccccc12	6.6	-9.0	-3.5	9.5	-3.8	-0.5	-15.7	18.2	-1.4	-8.5	0.1
Cc1cc(=O)n2[nH]c(SCc3ccc(Cl)cc3)nc2n1	3.0	11.2	1.1	5.1	-17.7	-18.5	-25.1	2.3	-19.2	11.7	30.3
O=C1NC[C@H](CCCCN2CCN(Cc3ccccc3)C(=O)C2=O)N(CCC2CCCCC2)C1=O	/	4.6	/	11.1	/	1.1	-20.1	/	-2.7	/	/
CN1CCN(C(=O)CCN2C(=O)/C(=C/c3cccc(Br)c3)SC2=S)CC1	76.9*	13.0	1.3	7.6	10.1	0.3	-19.1	26.6	37.6	-64.6	28.4
NS(=O)(=O)c1ccc(NC(=O)Nc2cccc(Cl)c2)cc1	-29.7	-6.8	2.4	-69.9	16.1	-45.9	-25.0	-4.8	-14.3	7.2	9.9
COc1cccc(CNC(=O)[C@@H]2CCCN2C(=O)[C@@H]2CCCN2S(=O)(=O)c2ccc(OC)c(C)c2)c1	/	3.3	/	9.3	/	2.6	-15.1	/	14.9	/	/
O=C(CSc1nc(C2CCCCC2)nc2ccccc12)NCc1ccc2c(c1)OCO2	25.8	-5.9	4.9	10.2	-1.4	32.7	-5.8	-7.2	4.0	-10.6	27.1
Cc1cc(S(=O)(=O)N2CCN(Cc3ccccc3)CC2)c(C)s1	9.7	-7.3	0.9	1.7	0.5	7.5	-9.4	5.3	-23.8	12.8	-9.4
Cc1ccc(OCCCC(=O)N2CCOCC2)c(C)c1	-126.2	10.0	0.5	-153.6	2.5	-60.8	-70.4	-50.0	-41.6	-17.2	-6.7
CCOC(=O)CN1C2=NCCN2c2ccccc21	19.8	-7.2	1.8	8.8	4.9	0.5	-22.2	-12.8	-9.2	1.1	-5.3
COc1ccc(CCNC(=O)c2cc3c(=O)n4cccc(C)c4nc3n(CCCN3CCOCC3)c2=N)cc1	56.5*	19.8	-2.0	8.3	-4.6	-3.8	-20.0	72.6*	-7.8	22.4	-11.6
COc1cc2c3nnc(-c4ccc(F)cc4)c-3cn(Cc3cccc(F)c3)c2cc1OC	95.8*	-9.1	1.2	27.0	-4.4	-7.2	4.3	75.3*	-19.4	-7.6	-51.5
COc1cccc(/C=C2/CCC(CN(C)C)C2=O)c1 (stereo unspecified)	95.8*	8.7	/	59.8*	11.4	9.8	-15.5	97.5*	85.7*	77.6	-71.2
CC(=O)Nc1cc(N=Cc2ccc(O)cc2O)c(Cl)cc1Cl	27.6	-12.2	1.1	12.0	11.2	29.6	3.5	1.5	98.7*	-15.5	27.5
CCN1CCC(CN2CCNC2=S)CC1	-5.6	-3.5	/	5.0	4.3	-3.0	-24.9	4.0	9.3	5.3	-11.2

Records listed above shown as hits in CF NFkB inh:
mol | Peg3 promoter | NR2E3 ag-1 | HIF-2a inh | NR2E3 ag-2 | TRPM1 prom inh | TWEAK Fn14 block | Shn3 inh set2 | CF NFkB inh
CCOC(=O)C(=Cc1ccc(-n2cncn2)cc1)C(=O)OCC | 103.9* | -2.3 | 94.5* | -27.2 | 41.1 | 100.7* | 7.1 | 75.1*

(further entries)
SMILES	Peg3 promoter	TRAIL sens C8	NR2E3 ag-1	HIF-2a inh	KKLEB cytotox	TROY NFkB inh	NR2E3 ag-2	TRPM1 prom inh	TWEAK Fn14 block	Shn3 inh set2	CF NFkB inh
COc1ccc(C=O)cc1CN1C(=O)c2ccccc2C1=O	2.5	5.0	-3.7	18.4	-3.9	14.9	-31.3	-1.0	-8.0	-29.5	-9.0
O=C(c1ccc(S(=O)(=O)N2CCCC2)cc1)N1CCCC(C(F)(F)F)C1 (stereo unspecified)	-4.7	19.0	1.0	0.3	21.5	1.4	4.2	-2.0	3.1	-0.2	11.4
CCCCN(C(=O)c1ccc(NC2CC2)c([N+](=O)[O-])c1)c1c(N)n(CC(C)C)c(=O)[nH]c1=O	4.4	-16.4	0.2	-6.1	11.1	-3.5	11.8	-4.2	-3.3	-17.7	-7.2
O=C(NCc1ccccc1)C1CCCN1S(=O)(=O)c1cccc2cccnc12 (stereo unspecified)	-1.5	-0.9	-0.3	16.8	-3.5	14.1	-24.7	5.3	0.3	12.2	4.6
CSCc1cc(N(C)C)nc(SCc2ccc(Cl)c(Cl)c2)n1	25.3	-14.0	3.1	1.5	-2.9	-5.2	-10.1	-2.5	-3.4	-2.0	0.0
O=C(NC(=S)N1CCN(c2ccc([N+](=O)[O-])cc2)CC1)c1ccc(F)cc1	24.1	-2.0	-2.3	11.1	-3.4	13.3	14.7	-4.2	5.9	3.2	-2.1
CCN(CCCNC(=O)c1cc2c(-c3cccc(OC)c3)nn(C)c2s1)Cc1ccccc1	33.9	-0.6	0.6	7.1	1.3	-30.9	21.7	2.6	-28.7	78.8	-7.2
NS(=O)(=O)c1ccc(CNC(=O)CSc2ccccc2)cc1	-1.2	-4.7	3.2	-1.0	1.5	20.2	2.8	1.2	-4.0	-17.1	-4.2
Cc1cc(C(=O)CSc2nc(N)cc(=O)[nH]2)c(C)n1CC1CCCO1 (stereo unspecified)	4.5	3.9	/	-4.6	1.2	4.8	-40.5	-6.3	11.1	38.2	-8.0
CCCCN(CCCC)C(=O)c1nsnc1-c1ccccc1O	19.2	0.6	-0.8	0.3	-3.1	-19.1	-7.4	0.1	4.1	8.4	11.7
CCOC(=O)C1(CC2CCCCO2)CCN(C(=O)Nc2ccc(SC)cc2)CC1 (stereo unspecified)	-38.6	0.1	1.7	-56.9	-2.5	-52.2	3.6	-10.0	2.6	2.5	-0.4
CN1CCN(C(=S)c2ccc(-c3cccc(Cl)c3Cl)o2)CC1	-322.1	-0.1	0.2	-241.8	-12.0	-1.4	-123.8	-73.3	-18.4	-93.0	4.0
O=C(C[C@@H]1C/C=C\C[C@@H](Cc2ccc(F)cc2)C(=O)OCCNC1=O)N[C@H](CO)Cc1ccccc1	-55.0	4.3	/	7.4	-6.8	5.3	10.8	1.5	8.0	10.7	-17.5
Cc1cccc(NC(=O)Cc2c(F)cccc2Cl)n1	-169.7	-14.5	-1.1	-228.9	-12.4	-41.7	-73.9	-47.8	-25.7	-44.7	3.9
Cc1c(C(=O)O)c2cc(O)ccc2n1-c1ccccc1	-12.8	-4.9	1.2	5.3	10.2	-28.7	-9.1	-0.6	-4.7	-42.7	-6.7
COCCCn1c(=N)c(C(=O)NCc2ccc3c(c2)OCO3)cc2c(=O)n3ccccc3nc21	1.3	11.3	3.5	9.4	4.7	11.3	-25.8	-4.7	-54.0	23.5	-14.5
CC(C)C(=O)N1CCN(c2ccccc2NC(=S)NC(=O)/C=C/c2ccco2)CC1	13.4	-23.6	/	0.8	15.5	1.9	-14.2	9.0	21.9	11.3	-9.7
COc1cccc(OC)c1C(=O)NCCOc1cc(C)cc(C)c1	16.9	1.4	1.5	15.8	-0.6	-0.3	-3.7	10.2	3.6	3.1	4.5
CN1CCN(NC(=O)CN2C(=O)/C(=C/c3c(Cl)cccc3Cl)SC2=S)CC1	-9.4	31.7	1.0	6.9	-5.8	19.6	-30.2	17.0	7.6	23.8	-14.4

A portion of the library. The share of hits here may be higher or lower than overall.
